cardiac RTF act – cardiac RTF calcium sensitivity activators, primary screen, biochemical, IANBD-TnC fluorescence, EC20 calcium. IANBD-labeled TnC RTF fluorescence at EC20 calcium; 0% EC20 calcium, 100% full calcium. Troponin I, cardiac muscle (Homo sapiens) + Troponin T, cardiac muscle (Homo sapiens) + …. actives 0.24% (n = 340,000). activation, % at 7.2 µM;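 active = activation above the mean over all tested compounds plus 3 SD, cut at about 30% in these data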;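 also: rise in fluorescence read as greater calcium sensitivity of cardiac thin filaments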
CAL PDZ FP-1 – untagged CAL PDZ binding inhibitors, primary screen, biochemical, fluorescence polarization, HTS. Golgi-associated PDZ and coiled-coil motif-containing protein (Homo sapiens), Q9HD26. purified CAL PDZ, TMR-peptide fluorescence polarization, 1 h. inhibition, % at 24.9 µM. actives 0.92% (n = 300,000). AID 602252, 2012;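 active = mean inhibition of at least 30% with at least half of replicates also reaching 30%; inconclusive = no clear call, values can overlap the other calls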;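 also: 0% = DMSO neutral control and 100% = excess unlabeled competitor peptide PRC23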
Wnt bcat act – Wnt/beta-catenin pathway activators, primary screen, cell-based, plate reader, single point | Wnt/beta-catenin reporter cell assay, activator | activation, % at 9.35 µM | actives 1.2% (n = 300,000) | AID 743398, 2014; in the data active = activation above about 30%, passing the limit was not always enough; inconclusive = no clear call, values can overlap the other calls;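 also: 0% = neutral control wells and 100% = positive control wells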
CDK5 inh – inhibitors of human CDK5/p35 kinase, primary screen, biochemical, single concentration; actives 0.01% (n = 330,000); Recombinant CDK5/p35, ADP-Glo luminescence, 60 min; inhibition, % at 10 µM;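 active = highest replicate inhibition of at least 50% and at least 75% of replicates reaching 50%; inconclusive = only one of the two criteria met; inactive = both criteria failed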;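 also: plate controls were DMSO neutral control for no effect and GW8510 at 10 µM for full effect; many of its hits are not listed in these tables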
Target sequence (Q00535 whole entry, looked up): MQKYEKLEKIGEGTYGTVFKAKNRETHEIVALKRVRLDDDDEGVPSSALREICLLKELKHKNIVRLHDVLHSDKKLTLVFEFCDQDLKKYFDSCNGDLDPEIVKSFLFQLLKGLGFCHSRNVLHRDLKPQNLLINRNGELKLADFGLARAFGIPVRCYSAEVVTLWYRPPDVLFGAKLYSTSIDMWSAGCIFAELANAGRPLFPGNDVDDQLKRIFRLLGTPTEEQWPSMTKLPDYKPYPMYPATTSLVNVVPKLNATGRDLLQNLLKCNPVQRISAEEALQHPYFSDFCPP
Target sequence (Q15078 whole entry, looked up): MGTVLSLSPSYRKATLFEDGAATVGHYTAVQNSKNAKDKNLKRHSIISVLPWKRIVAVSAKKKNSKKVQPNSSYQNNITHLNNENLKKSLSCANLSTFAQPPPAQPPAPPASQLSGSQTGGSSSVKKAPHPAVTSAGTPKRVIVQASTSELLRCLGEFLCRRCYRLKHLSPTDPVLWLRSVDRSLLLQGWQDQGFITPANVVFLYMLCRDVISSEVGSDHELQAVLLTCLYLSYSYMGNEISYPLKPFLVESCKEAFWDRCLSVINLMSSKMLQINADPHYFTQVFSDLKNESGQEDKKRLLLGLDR
dFosB activator – activators of delta FosB homodimer, primary screen, biochemical, fluorescence polarization, TAMRA-CDK5 oligo, single point; Protein FosB (Mus musculus), P13346; purified delta FosB; percent of positive-control signal above neutral wells; activation, % at 25 µM; actives 0.99% (n = 340,000);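 active = mean activation above about 17%, with every replicate also reaching it, limit read from the data, passing the limit was not always enough; inconclusive = only one of the two conditions met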;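 also: fluorescence polarization rise as delta FosB binds a TAMRA Cdk5 AP-1 oligo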
Target sequence (P13346 whole entry, looked up): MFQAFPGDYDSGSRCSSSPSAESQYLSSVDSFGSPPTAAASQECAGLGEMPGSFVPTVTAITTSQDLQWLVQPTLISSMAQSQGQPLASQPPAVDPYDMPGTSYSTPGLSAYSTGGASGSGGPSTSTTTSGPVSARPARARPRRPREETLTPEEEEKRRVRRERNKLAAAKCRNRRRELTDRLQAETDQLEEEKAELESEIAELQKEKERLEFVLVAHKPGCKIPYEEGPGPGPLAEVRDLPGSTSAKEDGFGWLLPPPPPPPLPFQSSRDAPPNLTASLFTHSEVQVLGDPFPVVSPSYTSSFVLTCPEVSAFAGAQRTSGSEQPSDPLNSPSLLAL
Rtt109 HAT inh – inhibitors of C. albicans Rtt109/Vps75 HAT, primary screen, biochemical, ThioGlo CoA-SH fluorescence, plate reader | purified Rtt109/Vps75, 4 h | Histone acetyltransferase RTT109 (Candida albicans (strain SC5314 / ATCC MYA-2876)), … | AID 540336, 2011 | inhibition, % at 34.9 µM | actives 0.16% (n = 330,000);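 active = inhibition of at least 50% in every replicate; inconclusive = best replicate reaches 50% inhibition but some replicates fall short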
V-ATPase pHluor – regulators of yeast V-ATPase proton pumping, primary screen, pHLuorin cytosolic pH fluorescence. S. cerevisiae. response, % at 10 µM. actives 0.37% (n = 350,000); in the data active = response mostly above about 7.3%, no sharp cut-off; inactive = mostly below about 5.4%; also: actives read high; inactives centre near 0; some compounds called inactive have numbers as strong as hits
CAL PDZ FP-2 – CAL PDZ peptide-binding inhibitors, primary screen, biochemical, fluorescence polarization, Cer-tagged CAL PDZ, HTS; purified CAL PDZ, TMR-peptide fluorescence polarization, 1 h; inhibition, % at 20 µM; actives 0.02% (n = 330,000); AID 504414, 2011;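 active = highest replicate inhibition of at least 40%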;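 also: plate controls were DMSO neutral control wells for no effect and unlabeled competitor peptide control wells for full effect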
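Test system: tagged CAL PDZ domain / Buffer or medium: sodium phosphate/NaCl buffer pH 7.4 with TCEP, IgG, Thesit / Reagent: TMR-labelled reporter peptide T*-PRC34 bound in PDZ groove / Compound dosing: single point, 20 µM / Schedule: 1 h incubation at room temperature before polarization reading / Technique: fluorescence polarization (mP) / Benchmarks: unlabelled peptide, DMSO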
Tat transport – E. coli Tat export inhibitors, primary screen, MC4100, TorA-mCherry reporter, fluorescence, single point; inhibition, % at 10 µM; actives 0.036% (n = 340,000);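 active = mean replicate inhibition at least 50% and at least half of replicates individually reaching 50%; inconclusive = only one of the two criteria met; inactive = neither criterion met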;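 also: exported cargo escapes ClpAP degradation while cytoplasmic cargo is degraded and loses fluorescence; 0% = median of neutral control wells and 100% = median of NaSCN control wells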
MITF act – activators of MITF-driven TRPM1 promoter reporter, primary screen, cell-based, SK-MEL-5, luciferase, single point | actives 0.75% (n = 300,000) | SK-MEL-5 TRPM1-promoter luciferase, 24 h; % of positive control, neutral wells = 0 | activation, % at 12.5 µM;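 active = mean activation of at least 80% with every replicate also reaching 80%; inconclusive = mean reaches 80% but some replicate falls short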;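 also: 0% = neutral control wells and 100% = parthenolide positive control wells; values of inactives mirror those of a sister screen read the other way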
An asterisk follows results filed as active; ? = inconclusive; nt = not tested or not shown.

SMILES	cardiac RTF act	CAL PDZ FP-1	Wnt bcat act	CDK5 inh	dFosB activator	Rtt109 HAT inh	V-ATPase pHluor	CAL PDZ FP-2	Tat transport	MITF act
O=C(Oc1ccc(Br)cc1C(=S)N1CCOCC1)c1ccccc1	0	-2	2	-9.5	-7	7	0	-2.8	18	nt
Cc1ccc(-c2cccc(CN3CCN(C(C)C)C(CCO)C3)c2)o1 (stereo not given)	4	0	-1	-1.0	-9	5	2	0.4	9	4
Cc1cc(C(=O)N/N=C/C=C/c2ccccc2[N+](=O)[O-])c(C)o1	4	nt	-2	-0.6	-12	-11	-3	0.2	-3	12
CCN1C(=S)SC(=O)C1=C1C=C(C)N(Cc2ccco2)C(C)=C1	22	-5	19	1.4	-12	0	10	-1.3	8	57
CC(C)Cc1ccc(C(C)C(=O)Nc2ccc(O)cc2)cc1 (stereo not given)	-4	-2	-1	2.1	-5	-2	-2	-2.4	-1	5
CCOc1cc(/C=N/NC(=O)Cc2ccc(C(F)(F)F)cc2[N+](=O)[O-])ccc1O	6	0	-3	-3.6	-14	-7	2	-1.8	-6	8
O=C(CSc1ccc(-c2ccccn2)nn1)Nc1cccc(F)c1	-2	-3	3	-1.5	-17	4	2	0.7	11	5
Cc1noc(C)c1COc1ccccc1C(=O)NCCc1ccc(F)cc1	-3	nt	-3	0.0	-3	-7	0	-0.8	6	18
Cc1onc(-c2ccccc2)c1C(=O)OCC(=O)NCc1ccc(F)cc1	-1	2	-1	0.3	-5	2	6	0.3	-9	-1
CCn1c(CC(=O)Nc2ccccc2F)nnc1SCC(=O)Nc1nncs1	-9	nt	-1	0.5	-5	-10	-1	0.3	5	3
O=C(NCCc1ccccc1)c1ccnc(/C=N/O)c1	2	-5	nt	0.3	1	1	-2	0.6	-6	16
Cc1onc(-c2ccccc2)c1C(=O)Nc1nc(-c2ccc(F)c(F)c2)cs1	0	-1	nt	-0.8	-4	-19	-3	-5.0	-2	0
COc1ccc(CN2CCSCC2)cc1O	0	0	-7	2.6	-4	-2	6	0.0	-5	7
CCOc1ccc(C(=O)N/N=C/c2ccc(SC)cc2)cc1	1	-4	7	-2.1	-3	-7	0	0.3	-3	9
O=c1cc(C(F)(F)F)nc(SCc2cccc3ccccc23)[nH]1	-7	1	1	1.5	-6	5	5	-2.6	5	-3
Cc1ccc(NC(=O)Cc2nnc(SCC(=O)NC3CCCC3)n2C)c(C)c1	4	0	-2	-0.4	6	-2	4	-1.3	-3	-6
COc1ccc(CNC(=O)COC(=O)C2CCC(C(C)(C)C)CC2)cc1 (stereo not given)	-3	-3	20	-0.4	-8	-1	3	-2.4	12	-11
Cc1cc(NC(=O)Cn2nnc(-c3ccccc3N)n2)no1	-3	2	nt	-0.9	7	0	0	-0.4	2	12
O=S(=O)(c1ccc(Oc2ncnc3scc(-c4ccccc4)c23)cc1)N1CCOCC1	-1	-1	nt	-3.9	-9	6	4	-1.7	6	-3
CC1=C(C(=O)OC(C)C)C(C)NC(=O)N1 (stereo not given)	0	-2	nt	2.3	7	0	2	-0.2	0	nt
O=C(Nc1cccc2c1C(=O)NC2=O)c1cccnc1Cl	6	5	-2	0.0	1	-4	3	2.1	-10	14
Cc1ccc(S(=O)(=O)N2CCOCC2)cc1NC(=O)COC(=O)CNC(=O)c1ccc(C(C)(C)C)cc1	-6	-7	-1	0.8	0	13	-2	-3.4	4	5
CCCC(=O)C1=C(N(C)c2ccccc2)CC(C)(C)C(C(=O)OC)C1=O (stereo not given)	-1	1	-3	2.5	5	2	2	-1.0	-10	3
Cc1c([N+](=O)[O-])c(C(=O)NC2CCCCC2)nn1C	1	-1	1	1.4	-2	-7	-2	-0.7	-23	-4
Cc1ccc2c(c1)cc1c(=O)n(CC(=O)NCCN3CCCC3)nc(C)n12	-3	-2	nt	-0.4	0	-7	3	-2.8	7	10
COC(=O)c1cn(C)c2ccc(S(=O)(=O)N3CCOCC3)cc2c1=O	-1	1	-2	1.4	4	-8	-2	-0.5	3	-1
Cc1cccc(CSc2ccc(-c3cccs3)nn2)c1	3	-3	28	-0.2	0	-1	1	-0.8	4	29
CCn1c(SCC(=O)Nc2ccc(C(C)=O)cc2)nc2c([nH]c3ccccc32)c1=O	1	-2	-2	-1.5	33*	-11	-3	-1.2	-2	-22
CCOc1ccc(NC(=O)C(C)NS(=O)(=O)c2ccc(NC(C)=O)cc2)cc1 (stereo not given)	7	28	-1	0.9	-1	-1	-3	-0.1	-3	0
COc1cccc(C(=O)/C=C2\Sc3ccccc3N2C)c1	3	-3	17	2.2	-10	7	1	-2.1	1	50
O=C(NP(=O)(N1CCOCC1)N1CCOCC1)C1=C(N2CCOCC2)/C(=C\c2ccccc2)CC1	-3	-4	2	-0.2	-5	3	3	-0.6	0	5
O=C(CNS(=O)(=O)c1ccccc1)NCc1ccco1	-5	11	5	0.2	-2	0	5	-2.1	5	-15
CCOc1ccc(/C=C2\SC(=S)N(CC(=O)NCCCN3CCOCC3)C2=O)cc1	-6	8	-2	0.7	-6	7	-3	-1.7	-7	nt
Cc1ccnc(SCc2ccc([N+](=O)[O-])cc2)n1	-1	5	-1	0.8	2	3	3	-0.6	2	17
C/C(CC(=O)Nc1cccnc1)=N\NC(=O)C(=O)Nc1cccc(C)c1	-2	-4	0	-0.2	-3	-7	-1	-0.3	-3	8
CC1CCc2c(sc(NC(=O)CSc3nc(N)cc(=O)[nH]3)c2C(N)=O)C1 (stereo not given)	-16	-5	-9	0.6	6	nt	3	-0.8	-8	-11
Fc1ccc(Nc2nc(NCc3ccco3)c3ccccc3n2)cc1	1	nt	5	1.7	53*	-2	2	-4.1	-80	-19
Cc1onc(-c2c(Cl)cccc2Cl)c1CO/N=C(\C#N)c1c(Cl)cccc1Cl	-7	1	5	0.2	-7	2	-1	0.1	2	6
COC(=O)/C=c1/sc2n(c1=O)CCN=2	6	-1	nt	-0.1	2	-9	-5	-1.9	-1	-6
COc1ccc(CN(CC(=O)NC2CCCC2)C(=O)CCC(=O)Nc2nccs2)cc1	-11	-1	-2	-0.5	-1	-4	-4	-2.0	-9	0
CCOC(=O)CSc1nc2ccsc2c(=O)[nH]1	3	4	-11	0.9	6	-8	4	0.3	-4	1
COc1ccc2nc3oc(C(=O)N4CCCCC4)cc3cc2c1	0	-1	?	1.2	-19	12	-2	-2.1	9	84*
Cc1ccc(C(=O)Nc2ccn(C)n2)cc1	-1	nt	56*	0.5	0	-3	-1	-1.5	0	67
CC(=O)c1ccc(NC(=O)c2ccc(C)c(S(=O)(=O)N3CCOCC3)c2)cc1	-5	-3	8	1.1	-11	-2	0	-3.3	-3	4
Cc1ccc(S(=O)(=O)N2CCOCC2)cc1C(=O)OCC(=O)c1ccc[nH]1	0	-8	1	0.3	-8	5	-2	-0.7	4	-3

6 entries drawn at random from those above, as already listed:
SMILES	cardiac RTF act	CAL PDZ FP-1	Wnt bcat act	CDK5 inh	dFosB activator	Rtt109 HAT inh	V-ATPase pHluor	CAL PDZ FP-2	Tat transport	MITF act
COc1ccc2nc3oc(C(=O)N4CCCCC4)cc3cc2c1	0	-1	?	1.2	-19	12	-2	-2.1	9	84*
CCOc1ccc(/C=C2\SC(=S)N(CC(=O)NCCCN3CCOCC3)C2=O)cc1	-6	8	-2	0.7	-6	7	-3	-1.7	-7	nt
COC(=O)/C=c1/sc2n(c1=O)CCN=2	6	-1	nt	-0.1	2	-9	-5	-1.9	-1	-6
C/C(CC(=O)Nc1cccnc1)=N\NC(=O)C(=O)Nc1cccc(C)c1	-2	-4	0	-0.2	-3	-7	-1	-0.3	-3	8
Fc1ccc(Nc2nc(NCc3ccco3)c3ccccc3n2)cc1	1	nt	5	1.7	53*	-2	2	-4.1	-80	-19
CC(=O)c1ccc(NC(=O)c2ccc(C)c(S(=O)(=O)N3CCOCC3)c2)cc1	-5	-3	8	1.1	-11	-2	0	-3.3	-3	4

Other entries follow:
SMILES	cardiac RTF act	CAL PDZ FP-1	Wnt bcat act	CDK5 inh	dFosB activator	Rtt109 HAT inh	V-ATPase pHluor	CAL PDZ FP-2	Tat transport	MITF act
O=C1c2ccc(-c3ccc4c(c3)C(=O)N(CCCO)C4=O)cc2C(=O)N1CCCO	-7	nt	-2	-1.1	-3	-1	-1	-0.9	0	nt
Cc1cccc(NC(=O)CSc2ccc(-c3ccco3)nn2)c1C	3	-5	0	0.6	-1	-4	-7	-1.0	0	1
Cc1cccc(C)c1OCC(=O)N(Cc1ccc(Cl)cc1)C1CCS(=O)(=O)C1 (stereo not given)	-5	-5	-2	1.4	-5	-4	5	-1.7	11	-4
COc1ccc(NC(=O)CC2CC3CCC2C3)cn1 (stereo not given)	0	3	1	1.6	-4	4	2	-10	2	30
CCc1cccc(CC)c1NC(=S)NCc1ccc2[nH]c(C)cc2c1	6	nt	0	0.3	-7	-8	0	-0.8	-2	-4
COc1ccc(C(CNC(=O)C(Cc2ccccc2)NC(N)=O)N(C)C)cc1 (stereo not given)	0	-4	-2	0.6	-4	7	2	-0.5	1	2
CC(C)(C)NC(=S)Nc1ccc(Br)cc1	-4	nt	nt	1.3	0	-1	2	-0.6	-1	12
CCOC(=O)CSc1nc2cc(C(=O)N3CCC(C(N)=O)CC3)ccc2c(=O)n1C1CCCCC1	6	17	0	1.3	-12	-1	1	-0.2	-1	6

Structures listed above printed as active in dFosB activator.
SMILES	cardiac RTF act	CAL PDZ FP-1	Wnt bcat act	CDK5 inh	dFosB activator	Rtt109 HAT inh	V-ATPase pHluor	CAL PDZ FP-2	Tat transport	MITF act
CCn1c(SCC(=O)Nc2ccc(C(C)=O)cc2)nc2c([nH]c3ccccc32)c1=O	1	-2	-2	-1.5	33*	-11	-3	-1.2	-2	-22
Fc1ccc(Nc2nc(NCc3ccco3)c3ccccc3n2)cc1	1	nt	5	1.7	53*	-2	2	-4.1	-80	-19

Screening results (PubChem BioAssay)

Rows are unselected, and some 4.1% of all compounds hit somewhere here.
